Bioassay records as filed in PubChem.
EPAC2 ag = qHTS for Agonist of cAMP-regulated guanine nucleotide exchange factor 4 (EPAC2): primary screen; EPAC2 activation, biochemical qHTS; response scale: 100% = 6.5 mM cAMP response; Potency, µM (doses to about 154 µM), inactives show at the highest dose activation, most hits filed as activators; Rap guanine nucleotide exchange factor 4 (Homo sapiens), Q8WZA2; 0.079% of 360,000 active; also: potency is read from the fitted curve at half-maximal effect; nearly all actives have a fitted effect of over 50% in size
Target sequence (Q8WZA2 whole entry, looked up): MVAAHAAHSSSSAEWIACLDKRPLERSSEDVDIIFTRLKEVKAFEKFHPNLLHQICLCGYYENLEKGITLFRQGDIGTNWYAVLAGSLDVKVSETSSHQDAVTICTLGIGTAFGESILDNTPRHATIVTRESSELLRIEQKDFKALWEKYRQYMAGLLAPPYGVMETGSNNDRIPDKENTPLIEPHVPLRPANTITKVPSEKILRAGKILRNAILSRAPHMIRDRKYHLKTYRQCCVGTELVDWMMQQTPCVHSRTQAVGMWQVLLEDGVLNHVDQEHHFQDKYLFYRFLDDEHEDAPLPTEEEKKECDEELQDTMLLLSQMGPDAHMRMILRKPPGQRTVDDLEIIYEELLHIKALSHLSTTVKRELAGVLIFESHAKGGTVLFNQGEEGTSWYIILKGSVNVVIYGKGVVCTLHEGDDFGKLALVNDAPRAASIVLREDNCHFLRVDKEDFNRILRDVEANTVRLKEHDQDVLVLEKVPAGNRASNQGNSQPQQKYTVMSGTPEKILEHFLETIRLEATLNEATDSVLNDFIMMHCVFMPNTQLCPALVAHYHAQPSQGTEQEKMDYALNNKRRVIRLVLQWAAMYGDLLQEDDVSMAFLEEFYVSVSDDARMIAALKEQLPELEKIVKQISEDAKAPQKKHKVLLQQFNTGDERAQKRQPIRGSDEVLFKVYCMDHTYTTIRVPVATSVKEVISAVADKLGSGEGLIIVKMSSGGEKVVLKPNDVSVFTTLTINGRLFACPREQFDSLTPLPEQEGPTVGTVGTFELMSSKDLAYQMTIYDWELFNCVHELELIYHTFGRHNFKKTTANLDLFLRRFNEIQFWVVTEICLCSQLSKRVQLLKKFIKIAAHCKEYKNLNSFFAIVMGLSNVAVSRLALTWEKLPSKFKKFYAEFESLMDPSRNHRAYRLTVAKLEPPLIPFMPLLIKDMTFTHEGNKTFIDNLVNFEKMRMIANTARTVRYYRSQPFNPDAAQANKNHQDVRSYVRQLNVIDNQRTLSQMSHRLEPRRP
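Nucleotide exchange monitored as fluorescence drop when BODIPY-GDP leaves Rap1B. Reaction: 100 nM EPAC2, 250 nM RAP1B-BODIPY-GDP, 50 uM GDP, room temperature, kinetic read over 30 min. Activity expressed relative to 6.5 mM cAMP.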
TGFb inhibitor = qHTS for Inhibitors of TGF-b; AID 588855, 2011; HepG2 CAGA-GFP TGF-b/SMAD3 reporter, GFP fluorescence, 18 h; TGF-beta stimulated, 500 pg/mL final; Potency, µM (series often up to 46.1 µM), without a hit: at the top dose activity, negative = inhibition, usual class: inhibitors; 1.2% of 410,000 active; also: potency is read from the fitted curve at half-maximal effect; % is scaled to controls: 0 for no effect and ±100 for the full control effect; nearly all actives have a fitted effect of over 65% in size
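Read-out: total well GFP (ex488/em500-530) summed from mean per-cell fluorescence. Cells: HEPG2 CAGA-GFP, 1% FBS DMEM, 18 h at 37 degrees C with 500 pg/mL final TGF-beta. Unstimulated wells served as the full-inhibition control; stimulated DMSO wells = 0%.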
CCT chaperon mod = High-Throughput Screening for Modulators of Cytosolic Chaperonin Activity; purified chaperonin ATPase assay, HTRF ADP detection, 30 min; activity change, % (concentration not given with the values), hits read low; 0.3% of 360,000 active; AID 651819, 2012; in the data active = activity change below about -30%; also: % is scaled to controls: 0 for no effect and ±100 for the full control effect
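First, chaperonin was dispensed at 40 nM or 20 nM final depending on batch activity. Next, compounds were pinned at 76 uM and ATP added at 10 uM. After 30 min at 37 °C, ADP detection reagents ran 30 min at ambient temperature.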
EPAC2 antag = qHTS for Antagonist of cAMP-regulated guanine nucleotide exchange factor 2 (EPAC2): primary screen; Rap guanine nucleotide exchange factor 4 (Homo sapiens), Q8WZA2; EPAC2 GEF exchange of Rap1B-BODIPY-GDP, fluorescence; Potency, µM (top dose mostly 114 µM), inactives show top-dose activity, negative = inhibition, hits mostly inhibitors; 0.18% of 360,000 active; AID 720708, 2013; also: potency is read from the fitted curve at half-maximal effect; % is scaled to controls: 0 for no effect and ±100 for the full control effect; nearly all actives have a fitted effect of over 45% in size; many of its hits are not listed in these tables
Akt phos inh = HTS Assay for Inhibitors of Akt Phophorylation: Primary Screen; Neuro2A IGF-stimulated pAkt S473 HTRF, 20 min; active compounds read low; activity change, % for hits at 50 µM; 0.32% of 360,000 active; in the data active = activity change below about -80%; inconclusive = mostly about -51% to -80%; also: % is scaled to controls: 0 for no effect and ±100 for the full control effect
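Neuro2A cells in DMEM with 0.5% FBS, overnight at 37 deg C, given compound at single 50 µM final, then IGF (6 nM final) for 20 min at 37 deg C. Lysed; phospho-Akt Ser473 by HTRF after 24 h, 665/615 ratio.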
Nrf2 inh = Nrf2 qHTS screen for inhibitors. A549 ARE-Fluc reporter, luciferase luminescence, 18-24 h. Potency, µM (highest dose often 46 µM), inactives show at the top dose activity change, negative = inhibition, usual class: inhibitors. 2.1% of 360,000 active; also: potency is read from the fitted curve at half-maximal effect; % is scaled to controls: 0 for no effect and ±100 for the full control effect; nearly all actives have a fitted effect of over 60% in size
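Cells were seeded and rested 2 h, then exposed to compounds for 18-24 h. CellTiter-Fluor was read first as a viability measure. BugLite was added 15 min before the final luminescent read of ARE-luciferase activity in A549 cells.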
Mm-Cpn inhibitor = Inhibitors of TCP-1 ring complex (TRiC) of Methanococcus maripaludis (MmCpn): qHTS | purified Mm-Cpn ATPase, ADP Transcreener TR-FRET | 0.031% of 330,000 active | Potency, µM (highest dose often 76.9 µM), for inactives: at the highest dose activity, negative = inhibition, hits mostly inhibitors; also: potency is read from the fitted curve at half-maximal effect; % is scaled to controls: 0 for no effect and ±100 for the full control effect; nearly all actives have a fitted effect of over 80% in size
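Quantitative HTS used 25 nM Mm-CPN and 10 uM ATP in magnesium/KCl Tris buffer, pH 7.4, with 1 mM DTT. Hydrolysis ran 30 min at 37°C; ADP was read by HTRF.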
A549 viability = Nrf2 qHTS screen for inhibitors: counterscreen for cytotoxicity | A549 ARE-Fluc cells, CellTiter-Fluor viability, 18-24 h | 0.16% of 390,000 active | Potency, µM (highest dose often 46 µM), for the others: at the highest dose activity change, negative = cytotoxicity, usual class: inhibitors; also: potency is read from the fitted curve at half-maximal effect; % is scaled to controls: 0 for no effect and ±100 for the full control effect
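Cytotoxicity counterscreen: CellTiter-Fluor fluorescence was measured in A549 ARE_Fluc cells after 18-24 h of compound exposure in a concentration series. The subsequent BugLite luminescent read reports ARE-luciferase activity.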
Nrf2 ARE act = qHTS of Nrf2 Activators | Potency, µM (top dose mostly 46.1 µM), for the others: at the top dose activation, actives largely listed as activators | AID 624171, 2012 | AREc32 ARE-luciferase reporter (MCF7-derived line), luminescence, 24 h | 0.31% of 410,000 active; also: potency is read from the fitted curve at half-maximal effect; % of control where 0% means no effect; nearly all actives have a fitted effect of over 65% in size
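ARE-driven firefly luciferase activity in AREc32 cells measured after a 24 hr compound exposure at 37 deg C, using Steady-Glo reagent and a 30 min room-temperature hold.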
An asterisk follows results filed as active; i = inactive; ? = inconclusive; · = no result given. Unless noted, calls follow the shape of the dose curve; as a rule, active = well fitted curve in the direction sought with a large enough effect; inconclusive = small, poorly fitted or top-dose-only effect, or another doubt; inactive = no such curve, though single readings can be large; an effect the other way counts as inactive or inconclusive. Only part of the results is shown (hit frequency here may not be typical).

SMILES	EPAC2 ag	TGFb inhibitor	CCT chaperon mod	EPAC2 antag	Akt phos inh	Nrf2 inh	Mm-Cpn inhibitor	A549 viability	Nrf2 ARE act
CCCC(=O)N1CCC1(C)C(=O)Nc1ccc(-n2cccc2)cc1 (configuration not stated)	10%	2%	-0.2	6%	i	·	·	·	0.3%
Cc1cc(NS(=O)(=O)c2ccc(NC(=O)Nc3ccc4c(c3)OCO4)cc2)no1	13%	1%	-1.9	-7%	i	?	1%	2%	0.4%
CCC(C)C(NS(=O)(=O)c1ccc(C)cc1)C(=O)Oc1ccc2c3c(c(=O)oc2c1)CCC3 (configuration not stated)	9%	-8%	1.1	6%	·	?	-10%	1%	6.0%
NC(=O)CC1C(=O)N(c2ccccc2)C(=S)N1NC(=O)c1ccccc1 (configuration not stated)	5%	0%	1.3	-7%	i	6%	-1%	7%	6.6%
CCCCCCCCCCCCCCCC(=O)OC/C=C(C)/C=C/C=C(C)/C=C/C1=C(C)CCCC1(C)C	-22%	0%	-2.2	0%	i	0%	-5%	-2%	-0.8%
Cn1c(CCN2CCN(c3ccccc3)CC2)nc2cc(NC(=O)c3ccco3)ccc21	-4%	-13%	0.5	0%	i	0%	0%	-6%	6.4%
CCOc1ccc(C(=O)CCC(=O)N2CCN(c3ncccn3)CC2)cc1	8%	11%	-11	10%	i	-4%	-1%	3%	-2.5%
COc1ccc(OC)c(CNC(=O)C(C)n2nc(C)c3c(C)n(-c4ccccc4)nc3c2=O)c1 (configuration not stated)	-2%	-17%	0.4	1%	i	-21%	-2%	-1%	-1.0%
CCN(CC)S(=O)(=O)c1cc(Br)ccc1OC	5%	7%	-1.5	6%	i	-14%	0%	-5%	-0.2%
CC(=O)c1c(C)[nH]c(C(=O)N2CCN(S(=O)(=O)c3ccc(C)cc3C)CC2)c1C	1%	?	1.7	-2%	i	?	1%	-8%	4.8%
COc1ccc(-c2cc(C)no2)cc1S(=O)(=O)NCCCN(C)Cc1ccccc1	-1%	?	0.0	7%	i	8%	2%	10%	2.2%
O=C(c1ccccc1F)N1CCCC(c2ccccc2)C1 (configuration not stated)	-12%	-30%	-1.0	7%	i	-6%	2%	0%	-0.3%
O=C(N/N=C/c1ccccn1)c1cc(-c2ccncc2)nc2ccccc12	4%	9%	-3.0	8%	i	4%	1%	1%	0.5%
CCCC/C(O)=C/c1nc2ccccc2[nH]c1=O	-2%	-3%	-1.6	-5%	i	·	-1%	-3%	0.7%
CCN(CC(N)=O)S(=O)(=O)c1ccc(Br)cc1	8%	?	-2.3	1%	i	12%	-2%	-4%	3.3%

Only TGFb inhibitor and EPAC2 antag, for 2 of the compounds above:
structure | TGFb inhibitor | EPAC2 antag
CC(=O)c1c(C)[nH]c(C(=O)N2CCN(S(=O)(=O)c3ccc(C)cc3C)CC2)c1C | ? | -2%
COc1ccc(-c2cc(C)no2)cc1S(=O)(=O)NCCCN(C)Cc1ccccc1 | ? | 7%

Further compounds follow.
SMILES	EPAC2 ag	TGFb inhibitor	CCT chaperon mod	EPAC2 antag	Akt phos inh	Nrf2 inh	Mm-Cpn inhibitor	A549 viability	Nrf2 ARE act
COc1ccc(OC)c2sc(NNC(=O)C3COc4ccccc4O3)nc12 (configuration not stated)	-1%	-15%	1.3	2%	i	-27%	1%	-2%	-0.8%
CCCOc1ccc(F)cc1-c1cc(C(=O)Nc2cc(OC)ccc2OC)[nH]n1	5%	-15%	-2.6	-11%	i	·	·	·	5.7%
Cc1cc(C)n(-c2cccc(F)n2)n1	10%	-4%	-1.2	9%	i	2%	1%	-4%	-0.6%
CN(C)c1ccc(C(CN)c2c[nH]c3ccccc23)cc1 (configuration not stated)	2%	-25%	-0.2	1%	i	26%	-1%	-2%	11%
CCCCC(=O)NC(NC(=S)N1CCCCCC1)C(Cl)(Cl)Cl (configuration not stated)	-2%	-4%	-1.0	-3%	i	-22%	0%	?	0.5%
COc1ccc(-n2nc3ccc(NC(=O)COc4ccc(C)c(C)c4)cc3n2)cc1	·	-12%	·	·	·	17%	·	-11%	0.0%
COc1ccccc1C(=O)Nc1c(C)cc(Br)cc1C	12%	2%	1.9	?	i	6%	2%	27%	0.7%
COc1cccc(-c2cc3nc(Nc4ccc(OC)c(OC)c4)n(C)c(=O)c3s2)c1	2%	?	1.7	10%	i	·	·	·	5.3%
CCOc1ccccc1CNC(=O)c1cnc2sc(N3CCOCC3)nn2c1=O	·	-15%	·	·	·	-16%	·	5%	-0.4%
Cc1ccc2c(Cl)cc(Cl)c(OCC(=O)NCCc3ccccn3)c2n1	13%	?	-0.1	-17%	i	-13%	2%	17%	5.8%
CCCNC(=O)NC(=O)CSc1nnc(C)n1N	7%	-21%	-0.1	4%	i	?	0%	-2%	-1.1%
COc1ccc(/C=N/Nc2nccnc2Cl)c(OC)c1	1%	20%	1.3	14%	i	?	-1%	-6%	19%
C=C(C)CSc1nnc2[nH]c(=O)cc(N)n12	-17%	-4%	-2.9	-1%	i	-6%	·	0%	2.4%
COc1cccc(C(=O)NCc2ccc3[nH]c(C)cc3c2)c1	13%	2%	0.7	-5%	i	1%	-24%	-1%	0.5%
CN(C)S(=O)(=O)c1cccc(CSCc2cccc(S(=O)(=O)N(C)C)c2)c1	7%	-13%	-0.9	-3%	i	6.5µM*	3%	6%	-0.3%
CCOC(=O)C1CCCN(c2nc3c(S(=O)(=O)c4ccc(CC)cc4)nnn3c3ccc(Cl)cc23)C1 (configuration not stated)	·	0%	·	·	·	?	·	0%	0.4%
CCN1CCN(Cc2c(C(=O)N/N=C(\C)c3ccc(Cl)cc3)nnn2-c2nonc2N)CC1	12%	1%	-0.1	3%	i	2%	1%	2%	-0.3%
C=CCn1c(SCC(=O)NCC2CCCO2)nc2sc(CC)cc2c1=O (configuration not stated)	0%	6%	-1.6	4%	i	-40%	0%	-14%	-0.7%
O=C(COC(=O)c1ccc(S(=O)(=O)N2CCCCCC2)cc1)Nc1ccccc1C(F)(F)F	7%	14%	-0.6	7%	i	·	·	·	-0.1%
COc1cc(-c2nc(Cn3nnc(C(=O)Nc4ccccc4)c3C)c(C)o2)cc(OC)c1OC	·	0%	·	·	·	?	·	-17%	0.0%
Cc1cccc(N(C)C(=S)Oc2ccc3ccccc3c2)c1	2%	-19%	-0.3	-3%	i	7%	1%	10%	8.2%
O=[N+]([O-])c1c(NCCO)cc(N2CCCCC2)c2nonc12	-14%	-8%	0.0	3%	i	-2%	4%	?	0.3%
CC(=O)NC1C(=O)N=C(SCC(=O)Nc2cccc(Cl)c2)NC1=O (configuration not stated)	2%	-19%	-7.5	4%	i	1%	0%	4%	0.3%
O=C1NC[C@H](CCCCN2C[C@H](Cc3ccccc3)N(CC3CCCCC3)C(=O)C2=O)N(CCc2ccc(O)cc2)C1=O	4%	·	-1.7	7%	i	·	·	·	-0.7%
CCC(C)NC(=O)c1ccc(Cl)c(S(=O)(=O)Nc2ccccc2N2CCOCC2)c1 (configuration not stated)	9%	-2%	-1.7	-8%	i	-11%	0%	0%	-0.3%
CCc1c(C)c(C#N)c2[nH]c3ccccc3n2c1=S	5%	?	-0.4	?	i	?	-7%	?	4.1%

Three entries out of the list, sorted by count of non-hydrogen atoms, ascending:
SMILES	EPAC2 ag	TGFb inhibitor	CCT chaperon mod	EPAC2 antag	Akt phos inh	Nrf2 inh	Mm-Cpn inhibitor	A549 viability	Nrf2 ARE act
CCc1c(C)c(C#N)c2[nH]c3ccccc3n2c1=S	5%	?	-0.4	?	i	?	-7%	?	4.1%
O=[N+]([O-])c1c(NCCO)cc(N2CCCCC2)c2nonc12	-14%	-8%	0.0	3%	i	-2%	4%	?	0.3%
O=C(COC(=O)c1ccc(S(=O)(=O)N2CCCCCC2)cc1)Nc1ccccc1C(F)(F)F	7%	14%	-0.6	7%	i	·	·	·	-0.1%

Some of these compounds in order of the TGFb inhibitor value, high to low:
Structure	TGFb inhibitor
C=CCn1c(SCC(=O)NCC2CCCO2)nc2sc(CC)cc2c1=O (configuration not stated)	6%
COc1cccc(C(=O)NCc2ccc3[nH]c(C)cc3c2)c1	2%
Cc1cc(NS(=O)(=O)c2ccc(NC(=O)Nc3ccc4c(c3)OCO4)cc2)no1	1%
